Source: PubChem
NPC1 promoter act – qHTS Assay for NPC1 Promoter Activators; Huh7 NPC1 promoter luciferase reporter, 24 h; 320,000 tested, 2.4% active; Potency, µM (titrated, usually from 9.22 µM), without a hit: at the top dose activation, usual class: activators;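 note: potency is the fitted concentration of half-maximal effect; % of control where 0% means no effect; nearly all actives have a fitted effect of over 60% in size; reporter is driven by a mutant NPC1 promoter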
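Readout is luciferase luminescence, reflecting NPC1 promoter activation in stably transfected Huh7 cells after 24 h compound exposure at 37 °C in reduced-serum medium with 10% FBS.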
Tb PFK block – qHTS Assay to Find Inhibitors of T. brucei phosphofructokinase. ATP-dependent 6-phosphofructokinase (Trypanosoma brucei brucei), O15648. T. brucei PFK, ADP-Glo luminescence. 330,000 tested, 0.17% active. AID 485367, 2010. Potency, µM (top dose mostly 57.5 µM), for the others: at the highest dose activity, negative = inhibition, hits mostly inhibitors;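 note: potency is the fitted concentration of half-maximal effect; 0% = uninhibited 1x PFK enzyme wells and -100% = no-enzyme wells; nearly all actives have a fitted effect of over 60% in size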
Target sequence (O15648 whole entry, looked up): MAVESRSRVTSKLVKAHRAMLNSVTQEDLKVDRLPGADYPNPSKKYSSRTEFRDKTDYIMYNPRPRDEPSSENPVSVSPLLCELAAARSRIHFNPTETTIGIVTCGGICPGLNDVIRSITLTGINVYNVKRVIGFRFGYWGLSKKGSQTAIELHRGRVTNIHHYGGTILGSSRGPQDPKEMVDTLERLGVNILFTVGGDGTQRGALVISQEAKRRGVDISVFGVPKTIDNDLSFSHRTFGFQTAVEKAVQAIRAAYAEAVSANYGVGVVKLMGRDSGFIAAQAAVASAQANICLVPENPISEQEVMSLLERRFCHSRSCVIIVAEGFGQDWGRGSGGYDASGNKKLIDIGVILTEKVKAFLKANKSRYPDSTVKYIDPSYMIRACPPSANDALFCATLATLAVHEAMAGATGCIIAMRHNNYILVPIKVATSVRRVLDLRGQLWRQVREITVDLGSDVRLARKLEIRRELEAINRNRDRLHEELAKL
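In TEA buffer at pH 8.0 with 5 mM MgCl2, enzyme (1.25 nM) converted F6P (0.5 mM) and ATP (0.1 mM) for 45 min at room temperature. ADP product was read by luciferase luminescence.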
p53 reactivator – qHTS assay for re-activators of p53 using a Luc reporter. Potency, µM (highest dose often 92.2 µM), inactives show at the highest dose activity change, positive = activation, most hits filed as activators. H1299 p53-A138V BP100-luciferase reporter, luminescence, 24 h. 320,000 tested, 0.063% active. AID 504706, 2011; note: potency is the fitted concentration of half-maximal effect; % of control where 0% means no effect; nearly all actives have a fitted effect of over 45% in size
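H1299 (p53-null), stable ts p53-A138V + BP100-Luc; 1000 cells/well, Opti-MEM/10% FBS; cpd 4 pt, 1:5; 24 h, 37 deg C, 5% CO2; detection reagent 10 min RT; luminescence.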
TRPV1 agonist – HTS Assay for Compounds that Act as Agonists of the Vanilloid Receptor 1 | activation, % at 8.33 µM | 320,000 tested, 0.19% active | Transient receptor potential cation channel subfamily V member 1 (Homo sapiens), Q8NER1 | TRPV1-expressing cells, Fluo-8 calcium influx, agonist mode; in the data active = activation above about 80%; inconclusive = between about 30% and that limit; note: 0% is about no effect
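TRPV1-expressing cells were cultured overnight at 35.5C and loaded with Fluo-8 calcium dye for 40 to 90 min at room temperature. After a 10 s baseline, compound was added and calcium influx was read kinetically for 3 min (ex 480/em 520 nm).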
RORg inh – qHTS for inhibitors of ROR gamma transcriptional activity. Potency, µM (top dose mostly 53.6 µM), for inactives: at the top dose activity change, negative = inhibition, most hits filed as inhibitors. 310,000 tested, 5.4% active. AID 2551, 2010. Drosophila S2 Gal4-RORgamma UAS-luciferase reporter, 20 h. Nuclear receptor ROR-gamma (Mus musculus), P51450; note: potency is the fitted concentration of half-maximal effect; % is set by controls: 0 for no effect and ±100 for the full control effect; nearly all actives have a fitted effect of over 60% in size
Target sequence (P51450 whole entry, looked up, the tested form may be a part): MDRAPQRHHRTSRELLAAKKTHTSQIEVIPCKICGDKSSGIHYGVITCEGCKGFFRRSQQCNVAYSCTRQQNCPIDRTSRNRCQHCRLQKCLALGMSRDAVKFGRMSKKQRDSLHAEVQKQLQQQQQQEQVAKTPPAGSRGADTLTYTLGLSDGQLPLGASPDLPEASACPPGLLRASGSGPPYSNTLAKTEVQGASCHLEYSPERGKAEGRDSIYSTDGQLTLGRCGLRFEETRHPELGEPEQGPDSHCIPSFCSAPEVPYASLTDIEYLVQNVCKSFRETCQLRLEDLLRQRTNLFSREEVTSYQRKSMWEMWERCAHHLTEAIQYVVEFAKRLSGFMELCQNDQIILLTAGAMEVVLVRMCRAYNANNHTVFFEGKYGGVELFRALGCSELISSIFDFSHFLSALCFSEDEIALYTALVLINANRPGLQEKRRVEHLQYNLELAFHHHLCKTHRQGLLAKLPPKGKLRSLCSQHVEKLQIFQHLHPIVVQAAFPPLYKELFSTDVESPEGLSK
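Read-out: Photinus luciferase luminescence; inhibitors lower reporter signal. Insect Schneider cells with Gal4-ROR gamma fusion under metallothionein promoter, UAS reporter; 700 uM final copper sulfate induction, 20 hr, ambient temperature.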
Rab9 promoter act – qHTS Assay for Rab9 Promoter Activators. 320,000 tested, 2.8% active. AID 485297, 2010. Potency, µM (top dose mostly 9.22 µM), inactives show at the highest dose activation, negative = inhibition, usual class: activators. Huh7 Rab9 promoter-luciferase reporter, luminescence, 24 h; note: potency is the fitted concentration of half-maximal effect; % of control where 0% means no effect; nearly all actives have a fitted effect of over 60% in size
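Huh7 cells stably carrying Rab9 promoter–luciferase reporter, plated 1500 cells/well, compound added after 2 h and incubated 24 h at 37 °C; luciferase luminescence then read after 10 min with detection reagent.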
FLuc counter – qHTS profiling assay for firefly luciferase inhibitor/activator using purifed enzyme and Km concentrations of substrates (counterscreen for miR-21 project). Luciferin 4-monooxygenase (Photinus pyralis), P08659. purified FLuc, Km substrates, luminescence inhibition. Potency, µM (highest dose often 57.5 µM), without a hit: at the top dose activity change, negative = inhibition, hits mostly inhibitors. 360,000 tested, 6.9% active. AID 588342, 2011;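 note: potency is the fitted concentration of half-maximal effect; plate controls were vehicle for no effect and reference inhibitor for full effect; nearly all actives have a fitted effect of over 55% in size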
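Biochemical qHTS of compounds, final roughly 60 µM downward over six points, against 10 nM purified firefly luciferase using Km concentrations of substrates (10 uM D-luciferin, 10 uM ATP) in Tris acetate pH 7.5 buffer; luminescence output.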
ELG1 repair inh – qHTS screen for small molecules that inhibit ELG1-dependent DNA repair in human embryonic kidney (HEK293T) cells expressing luciferase-tagged ELG1; Potency, µM (series often up to 46.1 µM), for inactives: top-dose activity change, negative = inhibition, usual class: inhibitors; HEK293T ELG1-luciferase reporter, luminescence, 16 h; DNA damage induced by 5-fluorouridine; 330,000 tested, 2.3% active; AID 504467, 2011; note: potency is the fitted concentration of half-maximal effect; % is set by controls: 0 for no effect and ±100 for the full control effect; nearly all actives have a fitted effect of over 55% in size
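Cells (2,000 per well) received 5-fluorouridine plus test compound or DMSO and were incubated 16 hr at 37 °C, 5% CO2. Luciferase activity was read by luminescence 30 min after ONE-Glo addition; signal suppression marked inhibition of damage-induced ELG1 function.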
BRCA1 expr act – qHTS Assay to Identify Small Molecule Activators of BRCA1 Expression. MCF7-BRCA1-FFLuc reporter, luminescence, 48 h; response scale: scaled: vehicle 0%, 10 µM genistein 100%. Potency, µM (highest dose often 46.1 µM), without a hit: at the highest dose activation, actives largely listed as activators. 380,000 tested, 1.1% active; note: potency is the fitted concentration of half-maximal effect; nearly all actives have a fitted effect of over 80% in size; some results filed as inactive show a strong effect at the top dose
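Luminescence from a BRCA1-driven firefly luciferase in MCF7 cells was read after 48 h compound exposure at 37 C. Data normalized against DMSO and a 10microM genistein activation control, then curve-fitted across the titration.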
ELG1 genotoxic – qHTS screen for small molecules that induce genotoxicity in human embryonic kidney (HEK293T) cells expressing luciferase-tagged ELG1; HEK293T ELG1-luciferase reporter, luminescence, 16 h; Potency, µM (top dose mostly 46 µM), inactives show at the highest dose activity change, positive = activation, most hits filed as activators; 330,000 tested, 1.3% active; AID 504466, 2011; note: potency is the fitted concentration of half-maximal effect; % of control where 0% means no effect; nearly all actives have a fitted effect of over 60% in size
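Step 1: seed 2,000 HEK293T ELG1-luciferase cells per well. Step 2: add compound or DMSO, incubate 16 hr at 37 °C. Step 3: ONE-Glo, 30 min at room temperature, read luminescence.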
Gal4-VP16 FLuc – VP16 counterscreen qHTS for inhibitors of ROR gamma transcriptional activity; Drosophila S2 Gal4-VP16 UAS-luciferase, luminescence, 20 h; Potency, µM (highest dose often 53.6 µM), inactives show at the highest dose activity, negative = inhibition, most hits filed as inhibitors; 310,000 tested, 3.5% active;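 note: Gal4-VP16 expression switched on by copper sulfate through the metallothionein promoter; potency is the fitted concentration of half-maximal effect; % is set by controls: 0 for no effect and ±100 for the full control effect; nearly all actives have a fitted effect of over 50% in size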
* hit, by the source's call; ? = inconclusive; . = no result given; [ ] = remark or other dose. Unless noted, calls come from the whole dose curve; as a rule, active = well fitted curve in the direction sought with a large enough effect; inconclusive = small, poorly fitted or top-dose-only effect, or another doubt; inactive = no such curve, though single readings can be large; an effect the other way counts as inactive or inconclusive.

SMILES	NPC1 promoter act	Tb PFK block	p53 reactivator	TRPV1 agonist	RORg inh	Rab9 promoter act	FLuc counter	ELG1 repair inh	BRCA1 expr act	ELG1 genotoxic	Gal4-VP16 FLuc
O=C(Cc1ccc([N+](=O)[O-])cc1)NCc1ccccn1	-3%	?	0%	-1	?	-6%	-1%	11%	0%	0%	-9%
Cc1ccc(NC(=O)CCCSc2ccccc2)cc1S(=O)(=O)N1CCOCC1	0%	-1%	-2%	24	?	-6%	0%	?	-19%	-14%	-8%
Cc1cccc(-n2c(=O)cc(N3CCN(c4ccc(F)cc4)CC3)[nH]c2=O)c1	-10%	0%	16%	-1	-1%	-4%	6%	?	2%	1%	1%
COc1cccc(CN2CCN(Cc3nc(-c4cccs4)oc3C)CC2CCO)c1 (stereo not given)	-2%	-1%	0%	2	-17%	1%	1%	-9%	4%	-3%	-7%
CC(C)CNS(=O)(=O)c1ccc(CCC(=O)NCc2ccncc2)cc1	-5%	-8%	-3%	6	-1%	-3%	-1%	-7%	0%	-1%	10%
CCOc1cc(CC(=O)N[C@@H](CC(C)C)c2ccccc2N2CCCCC2)ccc1C(=O)O	-3%	-11%	.	1	?	-3%	?	.	-7%	.	1%
CN(Cc1ccccc1F)C(=O)c1ccc2c(=O)n3c(nc2c1)CCC3	-3%	6%	6%	-2	.	-6%	7%	15%	-1%	1%	.
S=c1[nH]nc(-c2ccncc2)n1/N=C/c1cccc(Cl)c1	-4%	3%	0%	0	4.5µM*	-6%	2%	-7%	58%	-1%	-23%
COc1cccc(NC(=O)Nc2ccc3c(c2)nnn3C)c1	?	-4%	16%	3	-11%	?	6.7µM*	?	7.9µM*	10%	-6%
CC1CN(CC(=O)NCc2ccc(F)cc2)CC(C)O1 (stereo not given)	-3%	2%	4%	-5	-1%	1%	2%	17%	0%	0%	-7%
CCCCCN(C(=O)COC(=O)c1ccc(Br)o1)c1c(N)n(CCCC)c(=O)[nH]c1=O	0%	-4%	2%	-3	45%	0%	3%	9%	-10%	3%	-5%
CCC(=O)NC(=S)Nc1ccc(NC(=O)c2ccc(Br)o2)cc1	9%	-2%	1%	18	11µM*	4%	-13%	?	46%	-1%	9%

Limited to ELG1 repair inh (2 entries from above):
Molecule,ELG1 repair inh
CN(Cc1ccccc1F)C(=O)c1ccc2c(=O)n3c(nc2c1)CCC3,15%
S=c1[nH]nc(-c2ccncc2)n1/N=C/c1cccc(Cl)c1,-7%

Remaining list, next part.
SMILES	NPC1 promoter act	Tb PFK block	p53 reactivator	TRPV1 agonist	RORg inh	Rab9 promoter act	FLuc counter	ELG1 repair inh	BRCA1 expr act	ELG1 genotoxic	Gal4-VP16 FLuc
COC(=O)c1cc(CN2CCN(c3ccccc3C)CC2)ccc1O	-3%	-1%	-3%	10	-12%	0%	8%	23µM*	-14%	-4%	3%
O=C(O)c1ccccc1NS(=O)(=O)c1ccc(NNC(=S)Nc2ccc(OC(F)F)cc2)c([N+](=O)[O-])c1	-3%	?	-6%	-1	-27%	-3%	19µM*	8%	5%	0%	-16%
COc1ccccc1NC(=O)c1ccccc1NC(=O)c1cccs1	-3%	-2%	-14%	1	?	0%	19µM*	11%	-9%	2%	?
CCOc1ccc2ccccc2c1C(=O)NCC(c1ccc(N(C)C)cc1)N(C)C (stereo not given)	-6%	0%	-2%	7	-3%	1%	1%	2%	6%	-6%	-8%
CCCCCOc1ccc(C(=O)CCN2CCOCC2)cc1	1%	-1%	.	7	-6%[1.91 µM]	15%	1%	?	-21%	11%	?
CN(C)c1ccc(CNC(=O)C2CCN(S(=O)(=O)c3ccc4c(c3)CCC(=O)N4)CC2)cc1	-1%	-1%	0%	0	-20%	0%	-6%	-14%	0%	-4%	18%
Cc1ccccc1OCC(=O)OC(C(=O)c1ccccc1)c1ccccc1 (stereo not given)	-3%	-3%	-2%	-1	-4%	-1%	5%	6%	16%	0%	1%
COc1ccc(/C(C)=N/NC(=O)c2nnn(-c3nonc3N)c2-c2cccs2)cc1	-14%	-3%	0%	5	-11%	-2%	2%	?	3%	15%	2%
COc1ccc(C(=O)NNC(=O)c2cccs2)cc1S(=O)(=O)N1CCOCC1	.	-4%	9%	.	.	.	.	?	0%	2%	.
NS(=O)(=O)c1ccc(NC(=O)CSc2nc3ccccc3c(=O)n2Cc2ccncc2)cc1	.	1%	-1%	.	.	.	.	11%	-6%	1%	.
Cc1cc(N2Cc3ccccc3C2)ccc1C=O	?	4%	.	-3	?	0.32µM*	6.7µM*	?	?	5.8µM*	-43%
Cc1cccc(/C(N)=N/OC(=O)C23CC4CC(CC(C4)C2)C3)c1	19%	-4%	?	0	-13%	?	4.3µM*	?	10µM*	?	-26%
Cc1cc(C)nc(SCSc2nc(C)cc(C)n2)n1	-9%	-2%	-1%	2	-14%	4%	2%	15%	5%	1%	10%
Oc1ccc(C[C@@H]2CNCCN2CCc2cccc(F)c2)cc1	2%	-1%	-13%	1	.	-5%	0%	-7%	0%	1%	.
Cc1cc(=O)oc2cc(NC(=O)c3ccnn3C)ccc12	2.8µM*	0%	18%	0	-11%	4µM*	?	?	?	16µM*	9%
Nc1nonc1-n1nnc(C(=O)N/N=C\c2ccncc2)c1CN1CCCCC1	-6%	2%	6%	5	-2%	-1%	-2%	?	-31%	-12%	14%
O=C(COC(=O)/C=C/c1ccco1)Nc1ccccc1	20%	-7%	4%	3	-3%	8%	-3%	2%	-2%	-5%	6%
COc1ccc(-c2cc3ccccc3n2CC(O)CN2CCCCC2)cc1 (stereo not given)	1%	-2%	-3%	-2	7%	-3%	-1%	-4%	38%	-1%	0%
CC(C)COc1ccc(N)cc1OCC(C)C	-1%	1%	-1%	3	-14%	-3%	1%	-8%	-29%	0%	-3%
COc1ccc(/C=N/NC(=O)CN2CCCCCCC2)c(C)c1C	-7%	1%	4%	5	11%	2%	1%	15%	0%	0%	-5%
NC(N)=Nc1nc(-c2ccccc2)c2cc(Cl)ccc2n1	-2%	-6%	?	3	-19%	0%	4%	-1%	-67%	-4%	-5%
Cc1ccc(S(=O)(=O)NCc2csc(-c3cccs3)n2)cc1	-3%	-2%	0%	3	12%	-1%	1%	0%	-7%	-2%	1%
OCC1(CC2CCCCO2)CCN(Cc2ccccc2-c2ccco2)CC1 (stereo not given)	-2%	0%	0%	8	20%	1%	-3%	-1%	0%	-1%	-12%
CC1=CC=CC2=NC(=O)CC(C)(C(=O)N(CC(=O)NC(C)C)C3CCCC3)N12 (stereo not given)	3%	-12%	-5%	-1	-16%[0.365 µM]	-6%	4%	4%	7%	0%	.

Compounds listed so far containing two or more sulfur atoms (6):
SMILES	NPC1 promoter act	Tb PFK block	p53 reactivator	TRPV1 agonist	RORg inh	Rab9 promoter act	FLuc counter	ELG1 repair inh	BRCA1 expr act	ELG1 genotoxic	Gal4-VP16 FLuc
Cc1ccc(NC(=O)CCCSc2ccccc2)cc1S(=O)(=O)N1CCOCC1	0%	-1%	-2%	24	?	-6%	0%	?	-19%	-14%	-8%
O=C(O)c1ccccc1NS(=O)(=O)c1ccc(NNC(=S)Nc2ccc(OC(F)F)cc2)c([N+](=O)[O-])c1	-3%	?	-6%	-1	-27%	-3%	19µM*	8%	5%	0%	-16%
COc1ccc(C(=O)NNC(=O)c2cccs2)cc1S(=O)(=O)N1CCOCC1	.	-4%	9%	.	.	.	.	?	0%	2%	.
NS(=O)(=O)c1ccc(NC(=O)CSc2nc3ccccc3c(=O)n2Cc2ccncc2)cc1	.	1%	-1%	.	.	.	.	11%	-6%	1%	.
Cc1cc(C)nc(SCSc2nc(C)cc(C)n2)n1	-9%	-2%	-1%	2	-14%	4%	2%	15%	5%	1%	10%
Cc1ccc(S(=O)(=O)NCc2csc(-c3cccs3)n2)cc1	-3%	-2%	0%	3	12%	-1%	1%	0%	-7%	-2%	1%
